# Source: PubChem BioAssay
# TexasRed fluor = Texas Red fluorescence interference in TRb-SRC2 counter-screen. hit rate 0.29% among 280,000. TRb/SRC2 Texas Red total fluorescence interference. Potency, µM (titrated, usually from 106 µM), for the others: at the highest dose fluorescence change, negative = quenching; active = well fitted curve in either direction with a large enough effect; inconclusive = small, poorly fitted or top-dose-only effect; also: potency is read from the fitted curve at half-maximal effect; % is scaled to controls: 0 for no effect and ±100 for the full control effect
#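 Human TRb ligand-binding domain at 0.6 uM with 20 nM Texas Red SRC2 peptide in Tris buffer containing 1 uM T3 and 5% DMSO, incubated with compound 5 h at ambient temperature. Total fluorescence (555/632 nm) calculated as parallel + 2 × perpendicular.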
# Tau fibril FP = blocks human tau fibril formation measured by polarization | Potency, µM (doses to about 57.7 µM), inactives show at the top dose activity, negative = inhibition, hits mostly inhibitors | hit rate 0.39% among 280,000 | P10636 | K18 P301L tau heparin fibrillization, Alexa594 FP, 6 h; also: potency is read from the fitted curve at half-maximal effect; % is scaled to controls: 0 for no effect and ±100 for the full control effect; nearly all actives have a fitted effect of over 55% in size
#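 Compound effects on tau fibrillization are measured by Alexa 594 fluorescence polarization (ex 555, em 632 nm). K18 P301L tau is used at 15 uM with 0.24 uM labeled tracer, and 20 uM heparin induces aggregation over 6 hr at 37 C.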
# aGal spleen mod = alpha-galactosidase A (human) modulation | human spleen homogenate, 4MU-alpha-Gal fluorescence, 40 min | Potency, µM (doses to about 80 µM), inactives show top-dose activity change, negative = inhibition, usual class: inhibitors | hit rate 0.008% among 240,000;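 also: potency is read from the fitted curve at half-maximal effect; 0% = enzyme with vehicle and -100% = no enzyme basal signal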
# Target sequence (P06280 32-429 limits assumed): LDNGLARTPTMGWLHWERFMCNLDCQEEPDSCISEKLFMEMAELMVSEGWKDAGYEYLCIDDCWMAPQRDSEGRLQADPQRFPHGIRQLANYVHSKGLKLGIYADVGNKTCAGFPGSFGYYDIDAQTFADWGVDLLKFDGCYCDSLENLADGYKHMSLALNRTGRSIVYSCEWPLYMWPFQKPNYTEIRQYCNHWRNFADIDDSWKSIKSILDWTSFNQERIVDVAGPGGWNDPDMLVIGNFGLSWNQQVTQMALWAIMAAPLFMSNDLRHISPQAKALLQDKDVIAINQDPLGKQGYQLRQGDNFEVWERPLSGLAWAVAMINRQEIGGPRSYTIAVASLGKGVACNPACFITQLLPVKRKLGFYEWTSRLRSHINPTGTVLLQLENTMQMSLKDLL
#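 Spleen homogenate 1 ug + cpd (titration) + 4-MU-alpha-D-galactopyranoside 1 mM; 37C 40 min; 50 mM citrate/phosphate pH 5.0, 0.01% Tween-20; stop pH 10; fluorescence 365/440; AC50 via Hill.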
# Tau fluor cs = counter-screen for tau fibril formation inhibitors; tau K18 P301L Alexa594 fluorescence, heparin fibrillization; Potency, µM (titrated, usually from 57.7 µM), for inactives: at the highest dose activity change, negative = decrease; hit rate 0.93% among 280,000; AID 1463; also: potency is read from the fitted curve at half-maximal effect; % is scaled to controls: 0 for no effect and ±100 for the full control effect; nearly all actives have a fitted effect of over 55% in size
#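 Human tau K18 P301L (15 uM unlabeled, 0.24 uM Alexa 594-labeled) in 100 mM sodium acetate pH 7 with 20 uM heparin, 6 hr at 37 C. ThT 30 uM added, 1 hr ambient; Alexa 594 FP and total fluorescence read at 555/632 nm.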
# Epigenetic derep = epigenetic control regulation, reporter derepression. Potency, µM (titrated, usually from 53.9 µM), inactives show top-dose GFP activation, most hits filed as activators. murine LDR cells, GFP reporter derepression, 30 h. AID 1865. hit rate 0.2% among 280,000; also: potency is read from the fitted curve at half-maximal effect; % of control where 0% means no effect; nearly all actives have a fitted effect of over 60% in size
#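 Murine LDR cells bearing a silenced CMV-driven GFP reporter were exposed to compound for 30 h at 37 C. After PBS washes, GFP-positive cells (20-120 um objects) counted by laser-scanning microplate cytometry.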
# TRb SRC2 PPI = TRbeta-SRC2 interaction inhibition. TRbeta-SRC2 peptide binding, fluorescence polarization; receptor liganded with 1 µM T3. P10828. hit rate 0.065% among 280,000. Potency, µM (doses to about 106 µM), without a hit: at the top dose activity change, negative = inhibition, most hits filed as inhibitors;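 also: potency is read from the fitted curve at half-maximal effect; plate controls were bound peptide for no effect and peptide without receptor for full effect; nearly all actives have a fitted effect of over 50% in size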
#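 Compounds were added to 0.6 uM TRb ligand-binding domain and 20 nM Texas Red-labeled SRC2 peptide in Tris buffer containing 1 uM T3, incubated 5 hr at ambient temperature, then read by fluorescence polarization.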
# NPSR antagonist = neuropeptide S receptor (human) antagonism, cAMP. Potency, µM (doses to about 38.3 µM), without a hit: at the highest dose activity change, negative = inhibition, hits mostly inhibitors. AID 1461. CHO-NPSR cells, cAMP TR-FRET, antagonist mode. Q6W5P4. hit rate 1% among 220,000; also: potency is read from the fitted curve at half-maximal effect; % is scaled to controls: 0 for no effect and ±100 for the full control effect; nearly all actives have a fitted effect of over 50% in size; many of its hits are not listed in these tables
# CBFb-RUNX1 inh = inhibitors of human CBF-beta and RUNX1 interaction. AID 1477. 230,000 tested, under 10 active. AlphaScreen CBFb-His/RUNX1-biotin binding, biochemical. Q01196+Q13951. Potency, µM (series often up to 59.8 µM), for inactives: top-dose activity, negative = inhibition, hits mostly inhibitors; also: % of control where 0% means no effect
# Target sequence (Q01196 whole entry, looked up): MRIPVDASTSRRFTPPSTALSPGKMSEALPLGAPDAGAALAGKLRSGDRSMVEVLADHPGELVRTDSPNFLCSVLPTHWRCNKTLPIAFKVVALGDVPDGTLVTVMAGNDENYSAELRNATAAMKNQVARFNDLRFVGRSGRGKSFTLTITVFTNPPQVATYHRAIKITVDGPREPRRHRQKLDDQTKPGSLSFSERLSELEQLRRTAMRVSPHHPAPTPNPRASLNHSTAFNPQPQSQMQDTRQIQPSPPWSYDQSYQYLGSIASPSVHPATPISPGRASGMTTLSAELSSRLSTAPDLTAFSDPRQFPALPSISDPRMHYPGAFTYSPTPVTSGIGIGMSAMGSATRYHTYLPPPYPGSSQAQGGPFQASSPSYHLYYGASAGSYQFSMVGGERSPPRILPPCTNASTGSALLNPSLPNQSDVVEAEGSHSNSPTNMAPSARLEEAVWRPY
# Target sequence (Q13951 whole entry, looked up): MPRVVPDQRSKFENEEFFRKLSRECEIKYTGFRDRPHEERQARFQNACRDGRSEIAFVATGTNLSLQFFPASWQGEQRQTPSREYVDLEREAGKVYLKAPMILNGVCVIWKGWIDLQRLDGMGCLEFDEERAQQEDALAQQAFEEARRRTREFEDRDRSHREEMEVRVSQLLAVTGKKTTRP
#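 CBF-beta (His) and RUNX1 (biotin), 30 nM each; 20 min preassociation; + compound, 15 min; + beads 50 ng each (Ni, streptavidin), 90 min; RT; AlphaScreen read.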
# * marks the source's active call; other numbers are inactive results; ? = inconclusive; · = no result given; & = joins results of further samples; [ ] = remark or other dose. Unless noted, calls follow the shape of the dose curve; as a rule, active = well fitted curve in the direction sought with a large enough effect; inconclusive = small, poorly fitted or top-dose-only effect, or another doubt; inactive = no such curve, though single readings can be large; an effect the other way counts as inactive or inconclusive.
# Second line of a record – TexasRed fluor | Tau fibril FP | aGal spleen mod | Tau fluor cs | Epigenetic derep | TRb SRC2 PPI | NPSR antagonist | CBFb-RUNX1 inh
- CCc1ccc(NC(=O)c2ccc(-c3ccccc3)s2)cc1
 : 0.6% | -7.3% | · | -3.5% | -7.0% | 0.2% | · | ·
- CCc1cc2cc3c(cc2nc1SCC(=O)OC(C)C)OCO3
 : 1.2% | 5.7% | -1.8% | 9.1% | 0.0% | 1.6% | -31.4% | -2.0%
- CN(C)C(=S)c1ccc2ccccc2n1
 : -1.8% | 0.8% | -9.2% | -5.4% | -1.1% | -16.9% | -3.7%[46.1 µM] | 0.1%
- NC1=NC2C(N=C(Br)N2[C@@H]2O[C@H]3COP(=O)(O)O[C@@H]3[C@@H]2O)C(=O)N1 (stereo not given in full)
 : -6.3%&-1.4% | -2.9% | -6.7%&-2.6% | -4.2% | 1.1% | 2.2%&5.8% | · | 24.5%&15.2%
- Cc1nnc(-c2cnn(C)c2N)n1CCCN1CCOCC1
 : -0.8% | ? | -0.2% | 3.3% | -0.5% | -2.3% | 0.4% | -2.5%
- CCCCCc1nc2c(c3c1CCCC3)CCCC2
 : 0.7% | -1.2% | 10.8% | -5.8% | -2.3% | 9.7% | -44.6% | 11.0%
- COc1ccc(OCCOC(=O)c2nc3nccc(C)n3n2)cc1
 : -2.1% | -3.6% | 4.1% | -3.6% | 1.1% | 2.9% | 2.9% | 9.1%
- COC(=O)C(c1cc(OC)c(O)c(OC)c1)(N1CCNC(C)C1)C(F)(F)F (stereo not given)
 : -5.0% | 6.4% | 5.2% | 5.1% | 0.9% | 1.7% | -12.5%[46.1 µM] | -4.6%
- CCCC(=O)Nc1ccc(Cl)c(NC(=O)c2cccc(OC)c2)c1
 : -3.8% | -3.6% | -9.2% | -0.4% | 0.0% | -10.2% | -6.9% | 7.5%
- COC(=O)/C=C1/N/C(=N\c2nc(C)cc(C)n2)N(c2ccc(Cl)cc2)C1=O
 : -1.2%[53 µM] | -4.5% | 7.4% | 10.6% | -1.3% | -8.5%[53 µM] | -1.8% | -5.7%
- Cc1ccc(C(c2nnnn2CC2CCCO2)N2CCN(C)CC2)cc1 (stereo not given)
 : -1.2% | 2.8% | 5.8% | 0.3% | 5.8% | -3.9% | -18.2% | 10.2%
- O=C(c1nc(-c2ccc(Cl)cc2)n2c1CCCCC2)N1CCN(c2ccccc2)CC1
 : -2.0% | 4.0% | · | -5.2% | -0.2% | 2.0% | · | ·
- COc1ccc(N2C(=O)CC(Sc3ccccc3C(=O)O)C2=O)c([N+](=O)[O-])c1 (stereo not given)
 : -8.5% | -7.8% | -4.3% | ? | 1.1% | -0.2% | 11.3% | -20.4%
- CCCCNC(=O)c1ccc(NC(C)=O)c(Cl)c1
 : -2.4% | -6.3% | -0.3% | 3.0% | -0.1% | 0.0% | 7.1% | 1.8%
- COc1ccc(N=C2NC(=O)/C(=C\C=C\c3ccccc3)S2)cc1
 : -2.2% | -14.2% | 0.0% | -14.1% | 3.1% | -0.6% | 11.1% | 8.3%
- COc1ccc(NC2CC(=O)N(c3cc([N+](=O)[O-])ccc3C)C2=O)cc1 (stereo not given)
 : -1.2% | 2.2% | -0.7% | -18.8% | -0.9% | 8.0% | 1.5% | -2.2%
- CCOC(=O)c1ccccc1NS(=O)(=O)c1ccccc1
 : -3.3% | 5.4% | -10.8% | -7.4% | 0.0% | -10.4% | -2.8%[46.1 µM] | 14.2%
- CC(C)COC(=O)c1cccc2c1-c1ccccc1/C2=N\O
 : -2.8% | 28.2µM* | 8.3% | -28.6% | 4.9% | -5.8% | ? | 7.8%
- CCOC(=O)C(NCc1ccc2c(c1)OCO2)(NC(=O)CC)C(F)(F)F (stereo not given)
 : -1.2% | ? | 0.3% | -5.4% | -0.7% | -1.8% | -7.9%[46.1 µM] | 5.4%
- COc1ccc(/C(N)=N/OC(=O)Oc2ccccc2)cc1OC
 : -2.7% | 8.2% | 7.0% | 5.0% | 1.0% | -0.3% | 22.6% | 0.5%
- CC(C)c1nc(SCC(=O)NC(=O)NC(C)(C)C)n[nH]1
 : 7.3% | 0.5% | 8.5% | -4.3% | 1.1% | 8.5% | 11.8% | 11.1%
- CCOC(=O)c1cc2occc2n1CC(=O)N1CCOCC1
 : 1.1% | -2.5% | -7.1% | 0.4% | 17.1% | -12.4% | -0.7%[7.67 µM] | -0.2%
- Cc1ccc(OCC(=O)c2cc(C)n(Cc3ccco3)c2C)c([N+](=O)[O-])n1
 : -1.2% | -6.7% | 0.7% | -18.9% | 9.4% | 9.6% | -10.8% | -3.9%
- CCN(CC)S(=O)(=O)c1ccc(NC(=O)c2cc(-c3cccs3)nc3ccccc23)cc1
 : -1.0% | ? | -1.5% | -13.7% | -1.8% | -3.6% | 10.4% | 2.1%
- Cc1ccsc1C(=O)N/N=C/c1ccc2c(c1)OCO2
 : -2.0% | -3.9% | 3.3% | -2.5% | 1.1% | 5.3% | 7.4% | 0.4%
- CCn1c2ccccc2c2cc(NC(=O)CSc3nnc(-c4cccc(Cl)c4)o3)ccc21
 : -1.4% | 5.3% | -4.9% | ? | -1.2% | 3.1% | -8.7%[46.1 µM] | 0.3%
- C=CCN1C(=O)CN=C1Nc1ccc(F)cc1
 : -6.5% | 9.4% | -1.6% | -9.1% | 0.0% | -1.2% | 16.0% | 3.7%
- CC(C)Oc1ccc(CC(=O)NNC(=S)Nc2ccc(Br)cc2)cc1
 : -1.9% | -3.8% | -5.6% | ? | 1.9% | -2.3% | -6.8% | 1.7%
- Cc1ccc2[nH]c(O)c(N=NC(=O)C(C)n3cnc4ccccc4c3=O)c2c1 (stereo not given)
 : -12.5% | -3.3% | -12.8% | ? | -1.9% | 1.8% | -33.2% | -8.9%
- CCOc1ccc(-n2nnnc2SCC(=O)c2ccccc2)cc1
 : 2.9% | ? | -3.7% | -11.9% | 1.4% | -8.4% | -6.6%[46.1 µM] | 6.3%
- CS(=O)(=O)c1cc([N+](=O)[O-])c(Sc2nc3ccccc3[nH]2)c([N+](=O)[O-])c1
 : -1.9% | -1.2% | 3.4% | 4.7% | -4.2% | 7.3% | ? | 1.6%
- C=CCNC(=O)c1ccc(Cn2c(=S)[nH]c3cc4c(cc3c2=O)OCO4)cc1
 : -2.0% | 10.9% | -5.7% | 0.6% | 0.0% | -1.8% | -9.0%[46.1 µM] | -3.9%
- COc1ccc(/C=C/C2=C[C@]3(C)C[C@]2(C)[C@H](c2ccc(OC)cc2)CC3=O)cc1
 : -1.6% | 5.4% | -11.2% | 0.7% | -2.4% | 2.6% | · | 8.2%
- CC(C)N(C(=O)C1CC(=O)OC12CCCCC2)C(C)C (stereo not given)
 : 1.8% | -4.6% | 4.3% | -10.1% | -0.2% | 3.6% | 0.1%[46.1 µM] | 1.3%
- O=C(Cn1c(=O)sc2ccccc21)Nc1ccccc1C(=O)O
 : -0.6% | -13.5% | -1.9% | -9.5% | -1.5% | -11.0% | 2.5%[7.67 µM] | 3.0%
- Cc1ccc(-c2cc(C(F)(F)F)c(C#N)c(SCCC#N)n2)o1
 : 6.1% | 3.0% | ? | -17.0% | ? | -14.0% | -20.4%[46.1 µM] | 5.4%
- CCN1Cc2cccc(C(=O)Nc3ccc(F)cc3)c2C1=O
 : -3.8% | -15.0% | · | -5.6% | -1.2% | -2.6% | · | ·
- Cn1nnnc1SCC(=O)NCc1cccc(C(=O)O)c1
 : 1.3% | -2.6% | 2.7% | -10.8% | 1.0% | 1.8% | -5.9%[46.1 µM] | 2.4%
- CCOC(=O)/C=C/C(=O)Nc1ccc(Oc2ccccc2)cc1
 : -0.9% | ? | -3.4% | ? | 0.0% | ? | -7.6% | 5.6%
- COc1ccc(S(=O)(=O)Nc2ccc(N3CCOCC3)cc2)cc1[N+](=O)[O-]
 : 0.4% | 8.1% | 4.7% | -23.9% | -2.4% | 5.2% | 2.8% | -4.4%
- CCOc1ccc(CNC(=O)CCS(=O)(=O)c2cc3c4c(c2)CCN4C(=O)CC3)cc1
 : -0.1% | 3.8% | · | -2.8% | 0.1% | -2.4% | · | ·
- Cc1ccc(O)c(NC(=O)CSc2n[nH]c(C)c2[N+](=O)[O-])c1
 : -4.2% | 10.2% | -4.7% | -6.8% | -1.4% | 0.8% | -2.4% | -21.7%
- S=c1[nH]nc(C2CCCCC2)n1/N=C/C=C/c1ccccc1
 : -2.1% | 3.2% | 1.0% | -11.6% | -1.1% | 3.6% | -19.9%[46.1 µM] | -18.7%
- O=c1c2oc3ccccc3c2n(Cc2cccc(Cl)c2)c(=O)n1Cc1ccc2c(c1)OCO2
 : -1.4% | ? | · | -15.7% | -2.4% | -3.8% | · | ·
- O=C(CCN1C(=O)c2ccccc2C1=O)N1CCN(c2ccccn2)CC1
 : 0.1% | -1.9% | -5.7% | -6.2% | -1.7% | -7.0% | 3.8%[7.67 µM] | 13.6%
- COC(=O)CSc1nc2sc3c(c2c(=O)n1-c1ccccc1)C(C)CCC3 (stereo not given)
 : -1.6% | 0.8% | · | 1.0% | -0.5% | 5.6% | · | ·
- CCCOc1ccc(OCCCCNC(C)CC)cc1 (stereo not given)
 : 1.0% | 10.5% | -9.7% | -2.0% | 2.5% | 4.1% | 3.6%[46.1 µM] | 2.5%
- Cc1c(C(=O)OCc2ccccc2)[nH]c2c1C(=O)CC(c1ccco1)C2 (stereo not given)
 : -6.8% | ? | -3.2% | -14.6% | 4.6% | -1.1% | ? | ?
- OCCOc1ccc(C2=NCCO2)cc1
 : 0.1% | -1.1% | 8.8% | -1.5% | 1.2% | 1.6% | 1.9%[46.1 µM] | 1.9%
- Cc1ccc(NN=C2c3ccccc3-c3ccccc32)cc1
 : -21.8% | 8.8% | 3.1% | ? | 0.0% | -0.6% | -8.7% | -16.3%
- Cc1ccc(C(C)C)c(OCC(O)CN2CCN(c3ccccc3F)CC2)c1 (stereo not given)
 : -1.5% | -0.5% | · | -20.9% | -1.6% | -4.4% | · | ·
- Cc1cccc(Cn2cccc2CNS(=O)(=O)c2ccc(C)c(C)c2)c1
 : -1.3% | 8.1% | · | -10.2% | 9.5% | 2.0% | · | ·

# A portion of the library (hit frequency here may not be typical).
